# Screening results as filed in PubChem.
# PriA SSB inh = K. pneumoniae PriA-SSBct interaction inhibition | hit rate 0.6% among 430,000 | inhibition, % at 33 µM | AlphaScreen SSBct-PriA binding, biotinylated peptide | AID 1272365; in the data active means inhibition mostly above about 37%, no sharp cut-off; inactive means mostly below about 20%;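 further: plate controls were negative control peptide for no effect and reference peptide for full effect; strong numbers were not always called active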
# PfHsp40 rescue = restores yeast growth despite PfHsp40 toxicity. hit rate 0.68% among 340,000. S. cerevisiae expressing PfHsp40, growth rescue, ATP luminescence. growth rescue, % at 12.5 µM; in the data active means growth rescue above about 28%, passing the limit was not always enough; inconclusive means no clear call, values can overlap the other calls;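 further: yeast W303a lacking pdr1 and pdr3 grown in galactose medium; growth measured after three days at 30 °C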
# SARS 3CLpro inh = SARS-CoV 3CLpro protease inhibition | P0C6X7 | recombinant SARS-CoV 3CLpro, quenched FRET peptide cleavage | inhibition, % at 6 µM | hit rate 0.14% among 290,000 | AID 1706; in the data active means inhibition above about 12%
# TcdB GH inh = inhibitors of Clostridioides difficile toxin B glycohydrolase. TcdB glycohydrolase enzymatic assay, plate reader. inhibition, % at 9.99 µM. hit rate 0.24% among 350,000; in the data active means inhibition above about 10%
# BoNT A protease = blocks Botulinum neurotoxin A light chain protease; inhibition, % at 10 µM; hit rate 0.17% among 360,000; multiplex microsphere protease substrate cleavage, flow cytometry; AID 588499; further: plate controls were buffer without enzyme for full effect and enzyme alone for no effect
# PrPC surface inh = inhibitors of human cell surface prion protein PrPC; TR-FRET read-out; P04156; hit rate 0.43% among 370,000; inhibition, % at 13.8 µM; AID 720596; in the data active means inhibition above about 24%; further: 0% = median of the test wells and 100% = reference compound wells
# Yp Topo-I inh = blocks Yersinia pestis topoisomerase I activity | Y. pestis Topo-I cleavage product accumulation, plate reader | activity, % at 10 µM | hit rate 0.064% among 360,000 | AID 504884; in the data active means activity above about 50%, passing the limit was not always enough; inconclusive means no clear call, values can overlap the other calls; further: inactives centre near 2
# Vc quorum ag = induces V. cholerae light production without autoinducers. activation, % at 18.7 µM. V. cholerae BH1578 lux reporter, luminescence, 6 h. hit rate 0.16% among 350,000; in the data active means activation mostly above about 9.7%, no sharp cut-off; inconclusive means no clear call, values can overlap the other calls; inactive means mostly below about 3.7%; further: not every result past the cut was called active; inactives centre near 0; reference of the scale not given here
# Anthrax LF inh2 = anthrax lethal factor protease inhibition. P15917. multiplex microsphere protease cleavage assay, LF. inhibition, % at 10 µM. hit rate 0.12% among 360,000; further: plate controls were buffer without enzyme for full effect and enzyme alone for no effect
# Target sequence (P15917 whole entry, looked up): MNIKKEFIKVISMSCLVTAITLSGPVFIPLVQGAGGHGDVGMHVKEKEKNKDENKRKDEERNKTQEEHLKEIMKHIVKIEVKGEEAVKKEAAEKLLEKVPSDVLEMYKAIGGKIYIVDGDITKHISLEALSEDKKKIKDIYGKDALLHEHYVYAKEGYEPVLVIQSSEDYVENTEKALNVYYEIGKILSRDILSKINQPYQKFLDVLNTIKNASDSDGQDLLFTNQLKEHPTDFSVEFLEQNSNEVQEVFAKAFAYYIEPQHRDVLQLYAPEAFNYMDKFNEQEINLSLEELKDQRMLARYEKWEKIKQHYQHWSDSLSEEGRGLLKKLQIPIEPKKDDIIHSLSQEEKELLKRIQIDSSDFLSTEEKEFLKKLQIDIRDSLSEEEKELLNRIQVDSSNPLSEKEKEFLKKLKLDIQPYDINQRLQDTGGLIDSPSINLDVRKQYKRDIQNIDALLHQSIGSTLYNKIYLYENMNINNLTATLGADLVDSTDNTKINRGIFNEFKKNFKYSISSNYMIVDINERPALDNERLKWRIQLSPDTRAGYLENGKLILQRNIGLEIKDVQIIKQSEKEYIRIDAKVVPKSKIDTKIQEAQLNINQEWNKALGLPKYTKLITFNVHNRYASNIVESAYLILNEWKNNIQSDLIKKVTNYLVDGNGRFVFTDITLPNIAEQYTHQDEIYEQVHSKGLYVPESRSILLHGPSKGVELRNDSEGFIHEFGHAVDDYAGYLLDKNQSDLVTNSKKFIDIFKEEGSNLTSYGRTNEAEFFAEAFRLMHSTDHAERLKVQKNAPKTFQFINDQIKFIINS
# Starred values were filed as active, the others as inactive; i = inactive; ? = inconclusive; . = no result given. Unless noted, no stated cut-off is given here; in the data, active means inhibition above about 30%; inconclusive means no clear call, values can overlap the other calls; inactive means below that.
SMILES,PriA SSB inh,PfHsp40 rescue,SARS 3CLpro inh,TcdB GH inh,BoNT A protease,PrPC surface inh,Yp Topo-I inh,Vc quorum ag,Anthrax LF inh2
c1ccc(-c2nc(NCc3cccnc3)c3ccccc3n2)cc1,13,3.4,-1,1.4,1.0,.,4,0.6,2
O=C1CCCC2=C1C(c1ccccc1)C1C(=O)c3ccccc3C1=N2 (stereo unspecified),17,-0.4,-2,.,-0.6,-47,-19,-3.6,0
CC(=O)NC(c1ccc(F)c(F)c1)c1nc(-c2ccccc2)cs1 (stereo unspecified),.,.,.,-0.5,-0.2,1,9,-0.2,-7
CC(C)C(=O)NN(C(=O)c1ccccc1)c1ccccc1,-8,0.1,2,0.2,-0.8,3,-1,-0.2,-1
Cc1ccccc1Cn1nc(C)c(NC(=O)c2cc(CC(C)C)on2)c1C,4,0.2,-1,2.2,-0.2,7,19,i,-4
COc1ccc(/C=N/NC(=O)c2ccc(COc3ccccc3Cl)o2)cc1,.,1.0,-3,-4.1,-0.5,5,-1,i,0
COC(=O)COc1ccc(S(=O)(=O)Nc2ccc3c(c2)OCO3)cc1,1,-0.4,1,1.1,-0.2,-3,12,0.9,-5
CC(C)C(C)NC(=O)COn1nnc2ccc(S(=O)(=O)N3CCOCC3)cc21 (stereo unspecified),-11,-0.3,.,0.6,0.0,-2,-6,i,1
Cc1ccc(Cc2c(-c3cccc(Cl)c3)nc3c4ccccc4ccn23)cc1,.,.,.,0.2,0.7,-4,.,.,2
CCCCNC(=O)c1cn(CC)c2cc(N3CCN(C(=O)c4ccco4)CC3)c(F)cc2c1=O,-7,-1.3,4,0.9,-2.1,-1,-2,-0.9,-4
CCN(Cc1ccccc1)C(=O)CCc1nnc(CCCc2ccccc2)o1,-4,-1.1,3,2.0,0.0,5,6,i,-3
COC(=O)c1cc(OC)c(OC)cc1NC(=O)c1cc(OC)cc(OC)c1,1,0.1,-1,0.7,0.1,-3,-5,i,-1
Cc1cc(C(=O)O)c(C)n1-c1ccccc1,-2,-1.0,-2,.,0.2,1,6,i,-1
O=C(Cc1ccccc1)N1CCN=C1SCc1ccc([N+](=O)[O-])cc1,0,1.4,-3,-0.2,-0.4,-7,13,i,-4
O=C1CC(C(=O)N2CCN(S(=O)(=O)c3cccc(F)c3)CC2)CN1Cc1ccccc1Cl (stereo unspecified),6,0.2,.,0.3,-0.9,5,11,-0.7,3
CCC1(C)SC(N)=NN1C(C)=O (stereo unspecified),-9,0.7,0,.,-0.5,4,6,-0.5,6
CCOC(=O)c1c(C)[nH]c(C(=O)/C(C#N)=C/c2ccc(OC(F)F)c(OC)c2)c1C,-8,-0.1,2,0.3,5.8,-3,-5,-0.4,-1
CCOC(=O)c1c(S(=O)(=O)N2c3ccccc3CC2C)c(C)n(C)c1C (stereo unspecified),-4,-0.3,-2,2.4,1.2,-6,11,-6.1,-1
CCOC(=O)NCc1cc(-c2nn(C)c(=O)c3ccccc23)ccc1C,3,0.4,1,.,0.7,-3,9,-0.9,1
Cc1ccc2nc(CCc3nc4ccc(C)cc4o3)oc2c1,3,1.2,3,.,-1.7,-2,2,2.9,-7
O=C(CCNS(=O)(=O)c1ccc(Cl)cc1)OCC(=O)c1ccc[nH]1,-11,0.1,4,-2.9,0.7,3,-3,-0.4,2
Cc1cnc(C(=O)N2CCN(S(=O)(=O)c3cc(C(F)(F)F)cc(C(F)(F)F)c3)CC2)cn1,-10,-1.4,.,0.6,0.1,-1,-2,-5.5,1
C/C(=N\Nc1cc(N2CCOCC2)nc(C)n1)c1cccc([N+](=O)[O-])c1,.,-2.3,1,0.5,-0.7,-4,-3,-0.3,3
CC(=O)c1ccc(N2CCN(S(=O)(=O)c3ccc4c(c3)CC(=O)N4C)CC2)cc1,10,0.6,-2,-1.1,1.1,-4,28,-11,2
CCn1cc(C(=O)N2CCN(Cc3ccc4c(c3)OCO4)CC2)c(=O)c2ccc(C)nc21,-1,-1.2,3,.,.,-3,-1,-4.0,.
# The listing continues:
SMILES,PriA SSB inh,PfHsp40 rescue,SARS 3CLpro inh,TcdB GH inh,BoNT A protease,PrPC surface inh,Yp Topo-I inh,Vc quorum ag,Anthrax LF inh2
Cn1c(O)c(C=NC2CCCCC2)c(=O)[nH]c1=S,-10,-0.2,-2,-4.0,-0.4,6,2,-0.2,-1
COc1cc(CN2CCN(C(=O)c3ccc(-c4ccccc4)cc3)CC2)cc(OC)c1OC,12,-1.0,0,1.7,0.0,-2,27,-0.4,-3
CC(C)NC(=O)COC(=O)c1ccc(Cl)c(S(N)(=O)=O)c1,-8,0.2,1,-0.5,-0.7,3,-4,i,1
NS(=O)(=O)c1ccc(NC(=S)N2CCN(c3ccccc3Cl)CC2)cc1,14,0.9,0,.,0.0,-4,-6,-0.2,0
CN(CC(=O)N1CC=C(c2ccccc2)CC1)S(=O)(=O)c1ccc2c(c1)c(=O)n(C)c(=O)n2C,-13,1.9,4,2.0,-0.6,3,-6,-0.2,2
C=CCN(c1ccccc1OC)S(=O)(=O)c1cccc(C(=O)NCc2ccco2)c1,-10,-1.3,.,1.1,-0.2,4,3,i,2
Cn1c(=O)cc(SCC(=O)NCC2CCCO2)c2ccc(Cl)cc21 (stereo unspecified),-22,0.0,-4,.,2.6,10,-3,-0.4,5
O=C(Cn1ccc2ccccc21)Nc1ccc2c(c1)OCO2,-8,-0.6,2,0.3,-0.3,3,5,0.5,9
COc1ccc(S(=O)(=O)N2CCCC(N(C)CCc3ccccc3)C2)cc1OC (stereo unspecified),-12,0.0,0,1.4,-0.3,-1,3,-0.3,-18
O=C1C(C=NCC2CCCO2)=C(O)c2ccccc21 (stereo unspecified),-7,0.4,1,.,?,-13,1,i,-1
Nc1ccc(C(=O)OCC(=O)N2CCOCC2)cc1[N+](=O)[O-],-4,47*,-2,0.6,-0.8,-22,-4,2.7,2
Cc1cccc(NC(=O)CSc2cccc[n+]2[O-])c1C,-13,-0.8,.,1.0,-1.2,15,2,-1.7,-7
CC(=O)Nc1ccc(S(=O)(=O)Nc2nccc(C3Cc4ccccc4C(=O)O3)n2)cc1 (stereo unspecified),-3,-1.1,2,.,0.9,-7,3,-0.5,-2
CCCCCC(=O)N1C[C@H](n2cc(C3CC3)nn2)[C@@H](O)C[C@@H]1c1ccc(OC)cc1,.,.,.,0.0,-0.3,-7,-1,-0.6,6
COc1ccccc1C(=O)NCCC(=O)N1CC=C(c2ccccc2)CC1,-22,1.4,.,1.7,2.2,7,132*,i,-1
Cc1ccc(S(=O)(=O)N2CCc3ccccc3C2CC(=O)O)cc1 (stereo unspecified),-13,0.5,-4,1.5,-0.3,5,-16,4.4,3
O=C(N=C1N=C2C=CC(Br)=CN2Cc2ccccc21)c1ccc([N+](=O)[O-])cc1[N+](=O)[O-],14,-0.3,1,0.9,0.0,-49,-5,-0.1,4
Cc1sc2ccccc2c1CNC[C@H]1O[C@@H](n2ccc(=O)[nH]c2=O)[C@H](O)[C@@H]1O,.,.,.,0.9,-1.7,-5,.,.,-8
COc1ccc(NC(=O)CN(C)CC(=O)NC(=O)NC2CCCCC2)cc1,-15,0.3,.,1.6,-0.8,1,5,-0.8,1
Cc1c(C(=O)NNC(=O)c2ccccc2O)oc2ccccc12,.,.,.,0.9,0.1,-9,-11,i,0
C[C@H](NS(=O)(=O)c1ccc(Cl)c(Cl)c1)C(=O)OCc1cc(=O)n2cc(Br)ccc2n1,3,-1.4,0,.,0.4,-4,21,-0.3,-4
CC(=O)c1ccc(OCc2cc(C(=O)NCCc3ccc(Cl)cc3)no2)cc1,-14,2.5,-1,1.9,1.8,5,8,-0.2,1
COc1ccc(S(=O)(=O)N2CCOCC2)cc1NC(=O)CCNC(=O)c1ccc(Br)cc1,-7,-0.7,.,0.5,0.1,0,11,i,-1
COc1cccc(C(=O)NC2CCN(C(=O)N3CCCCC3)CC2)c1,-2,?,0,.,-0.4,1,3,-0.2,-15
COc1ccc(/C=N/NC(=O)C(C)n2nnc3ccccc32)cc1OC (stereo unspecified),.,1.4,-1,.,0.5,0,-1,i,0

# Five of the compounds above, with bars between the fields:
SMILES | PriA SSB inh | PfHsp40 rescue | SARS 3CLpro inh | TcdB GH inh | BoNT A protease | PrPC surface inh | Yp Topo-I inh | Vc quorum ag | Anthrax LF inh2
O=C(CCNS(=O)(=O)c1ccc(Cl)cc1)OCC(=O)c1ccc[nH]1 | -11 | 0.1 | 4 | -2.9 | 0.7 | 3 | -3 | -0.4 | 2
NS(=O)(=O)c1ccc(NC(=S)N2CCN(c3ccccc3Cl)CC2)cc1 | 14 | 0.9 | 0 | . | 0.0 | -4 | -6 | -0.2 | 0
COC(=O)COc1ccc(S(=O)(=O)Nc2ccc3c(c2)OCO3)cc1 | 1 | -0.4 | 1 | 1.1 | -0.2 | -3 | 12 | 0.9 | -5
COc1ccc(S(=O)(=O)N2CCCC(N(C)CCc3ccccc3)C2)cc1OC (stereo unspecified) | -12 | 0.0 | 0 | 1.4 | -0.3 | -1 | 3 | -0.3 | -18
CC(C)C(C)NC(=O)COn1nnc2ccc(S(=O)(=O)N3CCOCC3)cc21 (stereo unspecified) | -11 | -0.3 | . | 0.6 | 0.0 | -2 | -6 | i | 1

# Whole records from above. Order of values: PriA SSB inh | PfHsp40 rescue | SARS 3CLpro inh | TcdB GH inh | BoNT A protease | PrPC surface inh | Yp Topo-I inh | Vc quorum ag | Anthrax LF inh2
# NS(=O)(=O)c1ccc(NC(=S)N2CCN(c3ccccc3Cl)CC2)cc1 in the list: 14 | 0.9 | 0 | . | 0.0 | -4 | -6 | -0.2 | 0
# COc1cc(CN2CCN(C(=O)c3ccc(-c4ccccc4)cc3)CC2)cc(OC)c1OC in the list: 12 | -1.0 | 0 | 1.7 | 0.0 | -2 | 27 | -0.4 | -3

# The list goes on:
SMILES,PriA SSB inh,PfHsp40 rescue,SARS 3CLpro inh,TcdB GH inh,BoNT A protease,PrPC surface inh,Yp Topo-I inh,Vc quorum ag,Anthrax LF inh2
Cc1ccc(NC(=S)Nc2ccc(S(=O)(=O)N3CCOCC3)cc2)cc1S(=O)(=O)N1CCOCC1,21,-0.4,0,1.8,-1.0,-2,-7,-0.2,-14
COc1ccc(CN2CCCC(CNC(=O)c3ccc(F)cc3)C2)cc1OC (stereo unspecified),-8,-0.8,3,0.2,-0.5,-4,3,i,-3
COCC(C)NC(=O)CCS(=O)(=O)c1nc(-c2ccc(OC)cc2)cc(C(F)(F)F)n1 (stereo unspecified),-2,0.9,-2,.,0.4,9,-7,0.9,3
COc1ccc(-c2nnc(SCC(=O)NC3CCCCC3)o2)cc1OC,-13,1.2,-7,0.7,-0.7,-1,11,-0.2,2
CC(C)(C)c1ccc(C(=O)C2CCCN(C(=O)CCn3cncn3)C2)cc1 (stereo unspecified),-7,-1.6,0,1.7,2.5,-2,19,-2.9,-1
COc1ccc(C(=O)NCCN2CCC(n3c(=O)[nH]c4ccccc43)CC2)cc1F,.,.,.,0.6,0.8,-9,.,.,5
CCOc1ccc(OCCC(=O)OCC(=O)NCc2ccc(Cl)cc2)cc1,-4,1.5,.,-1.4,-0.4,4,11,-1.4,2
Cc1cccc(-c2noc(CCCC(=O)NCC3CCCO3)n2)c1 (stereo unspecified),-12,0.8,2,1.0,2.3,1,10,0.3,1
CC(=O)Nc1ccc(Cl)c(C(N)=O)c1,-11,-1.1,-6,.,-0.9,14,8,i,0
CCOC(=O)N1CCN(C(=O)c2cc(COc3ccc4ncccc4c3)on2)CC1,6,-1.1,-3,-0.1,0.1,11,14,-0.5,1
NC(=O)c1ccc(NC(=O)CN2CCN(Cc3ccccc3)CC2)cc1,-8,0.2,-1,-0.3,-2.6,-5,-6,-1.4,-6
N#CC(c1ccc(Cl)cc1)c1cccc(Cl)n1 (stereo unspecified),-7,-1.0,4,0.5,-0.3,1,9,-0.2,-9
Cc1nc(NC(=O)COC(=O)CCc2nc3ccccc3s2)c(Cl)cc1Cl,-4,0.0,6,2.5,0.1,2,0,0.0,-2
CCCn1c(CNC(=O)c2ccccc2)nc2ccccc21,-7,-1.3,-1,.,-1.4,2,-5,i,-3

# Not all compounds are listed; count on the stated rates, not on these rows.
